# Source: PubChem BioAssay (several laboratories)
# MEX-5 binding: C. elegans MEX-5 TCR-2 RNA binding activity; 300,000 tested, 0.38% active; activity score (negative = inhibition of binding), % at 10 µM; Q9XUB2; AID 1832; MEX-5/FITC-TCR2 RNA binding, fluorescence polarization; active compounds read low;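 active = inhibition past about -25% in most replicates, and total fluorescence under double the plate's negative control median, limit read from the data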;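 also: 0% = DMSO and -100% = 5 µM competing unlabeled TCR2 RNA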
# Bcl-xL primary: inhibitors of human Bcl-xL; inhibition, % at 10.9 µM; 320,000 tested, 0.7% active; AID 2129; GST-Bcl-xL / FITC-Bim BH3 peptide fluorescence polarization;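 active = inhibition above the mean of all tested compounds plus 3 SD, cutoff set per campaign, cut at about 30% in these data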;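 also: 0% = DMSO wells and 100% = unlabeled Bim-BH3 peptide competitor; inhibitors lower millipolarization by displacing the labeled peptide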
# GLD-1 RNA inh: GLD-1-TGE RNA interaction inhibition (C. elegans); 320,000 tested, 0.44% active; Q17339; inhibition, % at 5.96 µM; purified GLD-1 + fluorescein TGE RNA, fluorescence polarization; AID 2280;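 active = percent inhibition above a per-plate cutoff, the plate mean of test compounds plus 3 SD, cut at about 30% in these data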;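 also: 0% = DMSO wells with GLD-1 and probe and 100% = wells lacking GLD-1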
# Fam108B counter: blocks mouse Fam108B hydrolase in RBBP9 counter-screen; inhibition, % at 9.51 µM; AID 1947; 300,000 tested, 0.33% active; recombinant Fam108B, FP-Rh probe fluorescence polarization;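 active = inhibition above the screen mean inhibition plus 3 SD, computed separately per campaign, cut at about 18% in these data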;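 also: inhibitors lower polarization as less probe binds the enzyme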
# AHR act: activators of human aryl hydrocarbon receptor. activation, % at 5 µM. AID 2796. AHR-responsive luciferase reporter cells, luminescence. P35869. 320,000 tested, 2.5% active; in the data active = activation above about 47%;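 also: 0% = vehicle wells and 100% = reference agonist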
# MCL1 BIM primary: disrupts human MCL1 binding to BIM-BH3 peptide; Q07820; 320,000 tested, 0.68% active; GST-MCL1 / FITC-Bim-BH3 fluorescence polarization; inhibition, % at 10.9 µM;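 active = inhibition above the mean inhibition of all tested compounds plus 3 SD, set per campaign, cut at about 40% in these data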;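 also: 0% = DMSO wells and 100% = unlabeled Bim-BH3 peptide control; higher means more loss of mP so more displacement of Bim peptide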
# Target sequence (Q07820 whole entry, looked up): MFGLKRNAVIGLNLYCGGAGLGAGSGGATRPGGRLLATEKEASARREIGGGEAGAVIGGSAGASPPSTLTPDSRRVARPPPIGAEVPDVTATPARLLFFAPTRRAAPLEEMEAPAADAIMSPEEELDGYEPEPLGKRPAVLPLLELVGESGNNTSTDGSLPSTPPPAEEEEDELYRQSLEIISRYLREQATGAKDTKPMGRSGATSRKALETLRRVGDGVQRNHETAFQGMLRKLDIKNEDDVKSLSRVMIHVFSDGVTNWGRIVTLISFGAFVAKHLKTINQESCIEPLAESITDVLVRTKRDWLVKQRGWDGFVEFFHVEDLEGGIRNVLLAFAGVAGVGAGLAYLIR
# pPAFAH inh: inhibitors of human plasma PAF acetylhydrolase (pPAFAH). inhibition, % at 3.39 µM. 330,000 tested, 1.5% active. recombinant pPAFAH, FP-rhodamine probe fluorescence polarization. AID 463082;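 active = inhibition above the mean inhibition across the screen plus 3 SD, cut at about 25% in these data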;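 also: inhibitors block binding of the rhodamine activity-based probe so polarization drops; 0% = enzyme with DMSO and 100% = wells lacking pPAFAH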
# PME-1 inh: blocks human protein phosphatase methylesterase 1; Q9Y570; recombinant PME-1, FP-Rh probe fluorescence polarization; inhibition, % at 5.9 µM; 320,000 tested, 0.53% active; AID 2130;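 active = inhibition above the campaign mean of all compounds plus 3 SD, cut at about 26% in these data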;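 also: competitive labeling of PME-1 active site by serine hydrolase directed probe; 0% = PME-1 with DMSO and 100% = wells lacking PME-1 enzyme; inhibitors block probe labeling so polarization falls and inhibition rises; many of its hits are not listed in these tables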
# Target sequence (Q9Y570 whole entry, looked up): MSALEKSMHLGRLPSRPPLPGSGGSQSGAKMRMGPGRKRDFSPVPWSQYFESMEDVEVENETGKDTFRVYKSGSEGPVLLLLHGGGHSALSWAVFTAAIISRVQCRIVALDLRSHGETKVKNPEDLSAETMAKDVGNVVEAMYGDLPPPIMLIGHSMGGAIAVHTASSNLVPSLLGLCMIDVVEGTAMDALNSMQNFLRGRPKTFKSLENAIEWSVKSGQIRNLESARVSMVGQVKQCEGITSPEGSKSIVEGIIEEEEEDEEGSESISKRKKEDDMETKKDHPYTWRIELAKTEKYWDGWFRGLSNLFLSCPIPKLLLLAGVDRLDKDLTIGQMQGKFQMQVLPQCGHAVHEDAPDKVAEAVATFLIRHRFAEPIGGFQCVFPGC
# PAFAH1B2 inh: inhibitors of human PAFAH1B2; P68402; recombinant PAFAH1B2, FP-rhodamine activity probe, fluorescence polarization; inhibition, % at 3.39 µM; 340,000 tested, 1.2% active;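 active = inhibition above the mean of all tested compounds plus 3 SD, cut at about 24% in these data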;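 also: 0% = enzyme with DMSO and 100% = wells lacking PAFAH1B2; many of its hits are not listed in these tables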
# Target sequence (P68402 whole entry, looked up): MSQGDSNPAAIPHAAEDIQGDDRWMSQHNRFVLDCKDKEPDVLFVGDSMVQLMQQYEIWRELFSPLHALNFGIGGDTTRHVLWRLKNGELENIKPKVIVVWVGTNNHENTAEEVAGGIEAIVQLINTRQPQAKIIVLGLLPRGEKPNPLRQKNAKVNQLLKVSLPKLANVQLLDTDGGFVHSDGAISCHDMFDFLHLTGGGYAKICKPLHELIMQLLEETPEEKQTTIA
# * marks the source's active call; other numbers are inactive results; / = no result given.
SMILES,MEX-5 binding,Bcl-xL primary,GLD-1 RNA inh,Fam108B counter,AHR act,MCL1 BIM primary,pPAFAH inh,PME-1 inh,PAFAH1B2 inh
CC1=C(C(=O)OCc2ccccc2)C(c2ccccc2-c2ccccc2)NC(=O)N1CCCCCC(=O)O (stereo unspecified),2.9,4,1,-2,-2,3,7,5,14
Cc1ccc(S(=O)(=O)N2CCOCC2)cc1C(=O)OC(C)C(=O)c1ccccc1 (stereo unspecified),-0.2,-7,0,-3,5,-6,6,11,2
CC12CCC(=O)N1C(C(=O)NNC(=O)c1ccc(Cl)cc1)CS2 (stereo unspecified),/,0,-1,/,1,-4,-6,1,4
COC(=O)c1cccc(NC(=O)Cn2cnc3c2c(=O)n(C)c(=O)n3C)c1,2.7,-9,10,0,1,-24,0,-4,2
Cc1ccc(C2C3=C(CC(C)(C)CC3=O)OC3=C2C(=O)CC(C)(C)C3)cc1,1.3,1,11,4,3,0,0,0,-1
Nc1c(C(=O)CCC(=O)O)oc2ccc(Cl)cc12,-3.8,4,4,0,22,4,1,3,5
O=S(=O)(c1ccc2ccccc2c1)N1CCN(CCO)CC1,0.2,4,3,-3,0,-4,2,0,7
COc1ccc(OCCCC(=O)Nc2nccs2)cc1,0.2,6,0,-1,3,4,5,-2,-7
O=C(COc1ccc2c(-c3ccccc3)cc(=O)oc2c1)NCCCn1ccnc1,2.2,3,2,-2,1,3,3,18,-5
COc1ccccc1-c1cc(C(=O)Nc2c(F)cc(F)cc2Br)no1,1.8,-3,-3,-9,4,5,5,-4,-7
C=CCOc1ccc(Br)cc1CNCCCN1CCOCC1,1.7,2,0,0,1,7,-5,-4,3
CCCn1c(SCC(=O)N2c3ccccc3CCc3ccccc32)nc2c1c(=O)n(C)c(=O)n2C,1.5,7,-21,-1,-7,2,0,2,2
O=C(/C=C/Nc1ccc(F)c(Cl)c1)c1ccco1,-1.6,-1,3,3,11,-6,4,3,1
O=C1c2ccc([N+](=O)[O-])cc2C(=O)N1Cc1cccnc1,-1.9,6,5,1,-5,14,8,-3,0
CC(=O)Nc1ccc(NC(=O)C(C)OC(=O)C2(c3ccc(F)cc3)CCCC2)cc1 (stereo unspecified),1.4,-9,-9,-6,2,-7,6,1,41*
CC(=O)NCCC(=O)Nc1nc(-c2cccs2)c(-c2cccs2)s1,-3.3,0,3,4,26,9,9,-2,2
Cc1c(-c2nnc(SCC(=O)O)n2-c2ccccc2Br)nnn1-c1ccccc1,-0.2,-8,-1,-2,-2,-8,0,0,1
O=C(COC(=O)C1CC2CCCC(C1)C2=O)NNC(=O)c1ccccc1F (stereo unspecified),-3.2,-4,3,6,-2,-4,10,2,3
COc1ccc2c(c1)C=CC1(O2)N(CCO)c2ccccc2C1(C)C (stereo unspecified),4.1,7,8,3,-1,5,-31,-10,-2
c1ccc(Cn2c[n+](Cc3ccccc3)cn2)cc1,3.2,3,6,0,-1,-3,-3,-1,9
Cc1ccc(C)c2[nH]c(=O)c(CN(CC3CCCO3)C(=S)NCc3ccco3)cc12 (stereo unspecified),0.3,4,-7,-4,10,2,-1,3,4
CCOC(=O)c1c(C)[nH]c(C(=O)N2CCCC(C(=O)c3cccc(OC)c3)C2)c1C (stereo unspecified),-3.0,-2,8,1,9,3,4,-4,-1
COc1ccc(NS(=O)(=O)c2ccc(NC(=O)c3ccccc3)cc2)nn1,-2.2,3,4,-5,0,5,-6,0,4
Cc1ccc2nc(C)c(C(=O)N/N=C/c3cccs3)n2c1,-3.3,3,-5,1,30,9,4,3,-1
Cc1cc(CNC(=O)[C@H](C)[C@@H]2C[C@@]2(C)[C@@H](NC(=O)OCc2ccccc2)c2ccccc2)nn1C,/,8,3,3,-2,5,0,-9,4
# Following part:
SMILES,MEX-5 binding,Bcl-xL primary,GLD-1 RNA inh,Fam108B counter,AHR act,MCL1 BIM primary,pPAFAH inh,PME-1 inh,PAFAH1B2 inh
O=C(CN1CCOCC1)Nc1ccc(Oc2ccc(NC(=O)CN3CCOCC3)cc2)cc1,-0.5,1,-171,-1,1,-1,-1,-3,1
COc1ccccc1OCC(=O)Nc1ccc(S(=O)(=O)N2CCN(C)CC2)cc1,0.1,7,-1,1,0,0,3,-2,2
Nc1nc(CN2CCCCC2)cs1,1.9,7,-4,-3,1,9,6,-3,1
CCN(C(=O)COC(=O)c1oc2ccccc2c1C)c1c(N)n(Cc2ccccc2)c(=O)[nH]c1=O,/,2,8,/,1,2,1,3,-1
N=C(N)SCc1ncccc1O,-8.4,17,9,-3,0,14,2,5,4
Cc1ccccc1C(=O)NCC(=O)Nc1ccc(C)c(S(=O)(=O)N2CCCCCC2)c1,-0.1,1,-5,0,1,1,3,4,-2
COc1ccc(C(=O)N2CCN(c3ccc([N+](=O)[O-])c(-n4nc(C)cc4C)c3)CC2)cc1,1.3,-4,-2,1,1,4,-2,2,6
Cc1ccc(S(=O)(=O)Nc2ccc(C(=O)Nc3ccncc3)cc2)cc1,-1.3,6,3,-6,4,1,1,-5,5
O=C(CNS(=O)(=O)c1cccc(C(F)(F)F)c1)NC1CCCCCC1,/,/,2,/,1,/,-2,/,5
CC(=O)c1cc(C#N)c(SCc2ccncc2)nc1C,-4.6,7,-14,3,2,15,5,-16,1
CCN1CCN(c2ccc(NC(=O)c3cccc(S(=O)(=O)N4CCCC4)c3)cc2)CC1,/,/,6,/,2,/,4,/,0
C/C(=C(/CCO)SSCC1CCCO1)N(C=O)Cc1cnc(C)nc1N (stereo unspecified),/,1,-3,-3,-2,-6,1,-1,5
COc1ccc(S(=O)(=O)N(C)CC(=O)N2CCOCC2)cc1,-0.3,4,0,-2,-2,4,-2,6,1
CN(C)c1ccc(C2(O)C(=O)c3ccccc3C2=O)cc1,2.5,2,5,3,2,9,0,1,2
CC(C(=O)Nc1cccc([N+](=O)[O-])c1)[n+]1ccccc1 (stereo unspecified),0.8,6,-2,4,-2,12,6,0,-5
COc1ccc(NC(=O)C2CC(=O)NC(Nc3cccc(C)c3)=N2)cc1 (stereo unspecified),-1.9,2,-2,7,0,0,1,5,1
CS(=O)(=O)N1CCc2cc(-c3csc(NC(=O)C(c4ccccc4)c4ccccc4)n3)ccc21,0.1,-3,7,-12,-3,1,-10,-27,-10
COc1ccc(CCC(=O)OCC(=O)Nc2ccc3[nH]c(=O)[nH]c3c2)cc1,2.5,-5,5,0,0,-1,20,2,-1
CCOc1cc(C)c(Cl)cc1S(=O)(=O)n1cnc2ccccc21,2.1,4,6,4,-4,4,2,10,-2
O=C(/C=C/c1ccc(Cl)cc1Cl)c1ccc[nH]1,-2.4,-3,-4,-4,-3,7,5,-3,-4
COc1cc(C(=S)N2CCCC2)cc(OC)c1OC,1.1,-2,-4,-5,4,3,0,2,2
COc1ccc(C(=O)OCc2cc(C)ccc2C)cc1S(=O)(=O)N1CCCC1,/,4,7,/,1,0,2,4,2
Nc1nnc(SC2CCCC2)s1,0.1,0,7,-4,3,-4,0,6,-2
FC(F)(F)C1=CC(c2ccc(Br)cc2)=NCCN1,5.3,3,-1,1,0,-2,8,-2,-6
C(=C\c1ccccc1)/CSc1nc2ncccc2[nH]1,0.0,-2,4,-3,3,-9,4,-12,5
# Carrying on.
SMILES,MEX-5 binding,Bcl-xL primary,GLD-1 RNA inh,Fam108B counter,AHR act,MCL1 BIM primary,pPAFAH inh,PME-1 inh,PAFAH1B2 inh
O=C(Nc1ccc(S(=O)(=O)N2CCCCCC2)cc1)c1c(F)cccc1F,4.1,-3,6,-5,-1,1,-4,1,1
CCCN(CC(=O)Nc1ccccc1C)C(=O)Cc1cccs1,/,6,-1,/,1,-1,-5,-3,0
COc1cccc(C(C)N(C)Cc2nc(-c3ccoc3)oc2C)c1 (stereo unspecified),0.2,0,0,0,1,-4,9,0,5
Cc1ccc2c(c1)c1c(n2CC(O)CNC(CO)(CO)CO)CCCC1 (stereo unspecified),-9.0,14,22,-1,0,18,0,-5,2
O=C(CNS(=O)(=O)c1ccc(F)c(Cl)c1)N1CCCC1,-1.0,0,-2,1,0,1,15,-2,4
Cc1nn(Cc2cccc(C(N)=O)c2)c(C)c1Br,-0.2,9,1,-2,8,3,1,-4,8
CCOc1ccc(-c2cc(C)n3nc(C(N)=O)cc3n2)cc1,0.0,8,-6,0,79*,0,11,-2,-3
N#Cc1ccc(Oc2ccc(C(F)(F)F)cc2NC(=O)c2ccc(F)cc2)cc1,1.2,5,6,-1,0,8,-1,-4,8
CCN(CC)S(=O)(=O)c1ccc2c(c1)nc(CCC(=O)OCC(=O)Nc1cc(Cl)cc(Cl)c1)n2C,2.5,2,7,-11,0,7,6,-4,-4
O=C(NCc1cccnc1)Nc1ccc2c(c1)OCO2,2.0,-1,-7,6,36,-3,-1,-1,-1
COc1ccc(C(CCN2CCCC(C)C2)c2c(OC)cc(OC)c3c(C)cc(=O)oc23)cc1 (stereo unspecified),4.0,3,1,-1,7,-2,-4,1,1
COc1ccccc1/C=N/NC(=O)c1c(-c2ccccc2)noc1C,0.6,3,-1,0,3,8,4,-2,1
Clc1ccccc1CN1CCN(/N=C/c2ccncc2)CC1,0.0,2,7,-4,-1,-11,2,0,1
O=[N+]([O-])c1cccc(-c2cc3ccccc3[nH]2)c1,-0.8,-4,1,-4,84*,-20,1,6,4
CCOCCCNCc1cc(Cl)ccc1OCC,0.5,2,2,3,0,-5,-1,-3,3
Cc1ccn2cc(CSc3ccccc3N)nc2c1,1.2,5,-4,5,21,5,2,0,3
Cc1noc(C)c1COC(=O)c1cccc(N(C)C)c1,2.2,2,2,-2,0,8,3,1,10
CC(=O)NC12CC3CC(C)(C1)CC(NC(C)=O)(C3)C2,0.8,7,2,4,0,-4,6,-4,2
COc1cc(/C=N\Nc2nc(-c3ccc(C)cc3)c(NC(C)=O)s2)ccc1O,1.7,0,-4,6,8,1,7,12,-2
CN1CCCN(C(=O)CC2(CC(=O)O)CCCCC2)CC1,0.6,10,0,5,0,5,-4,-2,4
CCOC(=O)c1c(=O)n(O)c2ccc(OC)cc2[n+]1[O-],-22,159*,176*,-8,1,188*,-3,3,5
COc1ccccc1-n1cc(C(=O)NCC(=O)N2CCN(c3ccccn3)CC2)c2ccccc2c1=O,-2.3,11,5,3,2,3,-1,-8,0
COc1ccc(NCc2cc3cc(OC)ccc3[nH]c2=O)cc1,-1.0,16,1,7,4,19,9,5,5
C/C(=C\CCC1(C)C2CC3C(C2)C31C)C(=O)O (stereo unspecified),2.7,-6,8,5,2,-2,7,-6,13
CCOC(=O)c1cc2c(nc1NC(=S)NCc1ccccc1)CCCC2,1.7,6,2,0,6,7,2,-1,-2
O=C(NCc1ccco1)C1CC(=O)N(c2ccc(F)cc2)C1 (stereo unspecified),-2.1,8,3,-1,-3,-2,1,-4,8
CCC(CC)C(=O)Nc1nnc(SCC(=O)NC2CC2)s1,0.0,-2,-3,-3,1,-2,-3,-2,3
Cc1ccc(CC(CC(=O)O)C(=O)NC2CCCCC2)cc1 (stereo unspecified),1.0,10,-4,1,0,8,0,-9,6
CCn1c(SCC(=O)NC2CCCC2)nnc1-c1ccncc1,-1.9,3,4,-1,-1,0,-1,1,1
CSc1nc(N)nc2c1ncn2CC(=O)NCCCN1CCCC1=O,/,/,-5,/,-1,/,0,/,-4

# Only part of the results is shown; the hit share may differ from the screen's.
